ASM inhibitor – inhibitors of human secretory acid sphingomyelinase. P17405. placental ASM, HMU-PC fluorogenic substrate, 60 min. Potency, µM (doses to about 57.5 µM), inactives show at the highest dose activity change, negative = inhibition, hits mostly inhibitors. 340,000 compounds, 0.006% hits. AID 504937; also: potency is read from the fitted curve at half-maximal effect
Target sequence (P17405 47-631 limits assumed): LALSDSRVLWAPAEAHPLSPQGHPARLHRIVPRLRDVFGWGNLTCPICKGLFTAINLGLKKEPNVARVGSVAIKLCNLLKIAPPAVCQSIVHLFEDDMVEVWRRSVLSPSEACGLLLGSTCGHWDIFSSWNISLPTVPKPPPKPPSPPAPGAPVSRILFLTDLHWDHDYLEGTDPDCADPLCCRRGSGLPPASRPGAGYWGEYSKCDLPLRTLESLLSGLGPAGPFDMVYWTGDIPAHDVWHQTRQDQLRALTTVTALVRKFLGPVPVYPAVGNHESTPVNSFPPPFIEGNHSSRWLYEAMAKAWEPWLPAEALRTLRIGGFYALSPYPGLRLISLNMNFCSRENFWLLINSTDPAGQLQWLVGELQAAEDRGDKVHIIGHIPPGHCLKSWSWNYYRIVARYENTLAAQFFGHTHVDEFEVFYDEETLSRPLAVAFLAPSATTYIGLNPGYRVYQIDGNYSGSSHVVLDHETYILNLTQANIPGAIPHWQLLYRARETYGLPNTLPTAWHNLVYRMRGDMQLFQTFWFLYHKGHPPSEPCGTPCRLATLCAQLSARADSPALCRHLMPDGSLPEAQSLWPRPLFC
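qHTS format. ASM enzyme prepared from human placenta hydrolyses the fluorogenic substrate HMU-PC0 (9 uM final) over 60 min at 37 °C after a 10 min compound preincubation.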
CXXC DNA block – blocks binding of human MLL CXXC domain to DNA; Q03164; MLL-CXXC / FITC-HOXA9 DNA fluorescence polarization; Potency, µM (titrated, usually from 115 µM), for inactives: at the top dose activity change, negative = inhibition, actives largely listed as inhibitors; 290,000 compounds, 0.037% hits; active = well fitted inhibition curve with a large enough effect in the polarisation, with a control signal flat, not every such curve was filed as active; inconclusive = small, poorly fitted or top-dose-only effect, or effect the other way, or a change in a side signal; inactive = no such curve, though single readings can be large or run the other way; the % refers to the polarisation; also: potency is read from the fitted curve at half-maximal effect
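Purified MLL-CXXC (added from a 7 uM solution) was preincubated 5 min at ambient with pinned compounds in 50 mM Tris-HCl pH 7.5, 50 mM NaCl, 1 mM DTT, 0.05% BSA. Fluorescein-labeled HOX-A9 DNA (50 nM solution) followed, 30 min, then polarization read.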
a7 integrin act – activates integrin-mediated alleviation for muscular dystrophy; AID 624291; 350,000 compounds, 0.064% hits; alpha7betagal myoblasts, beta-gal FDG fluorescence, 48 h; Potency, µM (top dose mostly 38.3 µM), for inactives: at the highest dose activation, hits mostly activators;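 also: potency is read from the fitted curve at half-maximal effect; 100% = response of the positive control SU9516; nearly all actives have a fitted effect of over 60% in size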
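alpha7betagal+/- myoblasts (passage 13, 250/well) treated 48 h at 37C with compounds at 1:260 dilution of DMSO stock. Lysed, then beta-galactosidase activity read as FDG fluorescence (ex 480/em 540) after 30 min, with pre-read for autofluorescence.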
TSHR antagonist – human thyrotropin receptor antagonism. P16473. activity change, negative = inhibition, % at 11.5 µM. TSHR-expressing cells, TSH-stimulated cAMP HTRF, 2 h; stronger effect = lower value. 330,000 compounds, 0.2% hits;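 active = activity change below a set negative limit, meaning inhibition stronger than a set level, cut at about -70% in these data; inconclusive = activity change between two set negative limits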; also: % is scaled to controls: 0 for no effect and ±100 for the full control effect
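Read-out is FRET at 665 nm (cryptate excitation 337 nm) from a cryptate-tagged anti-cAMP antibody, competed by cell cAMP against cAMP-d2. Compounds are tested on freshly harvested TSHR cells challenged with 4nM TSH (EC80) for 2 hours at 37 deg C.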
PTAP TSG101 blk – blocks PTAP/TSG101 interaction to inhibit HIV-1 budding; Q99816; Fluorescence polarization, FITC-PTAP peptide / Tsg101 binding; Potency, µM (doses to about 115 µM), for the others: top-dose activity change, negative = inhibition, actives largely listed as inhibitors; 340,000 tested, under 10 active; active = well fitted inhibition curve with a large enough effect in the main read-out, with a control signal flat, not every such curve was filed as active; inconclusive = small, poorly fitted or top-dose-only effect, or effect the other way, or a change in a side signal; inactive = no such curve, though single readings can be large or run the other way; also: potency is read from the fitted curve at half-maximal effect; % of control where 0% means no effect
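Steps: Tsg101 binding domain dispensed (10 uM final), compounds pinned in DMSO, FITC-labeled PTAP-motif peptide added (50 nM final); after 20 min binding at room temperature, polarization measured.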
MBNL1 CUG block – MBNL1-poly(CUG) RNA binding inhibition | Q9NR56 | TR-FRET MBNL1-His/biotin-(CUG)12 binding, 665/545 ratio | Potency, µM (titrated, usually from 57.5 µM), for inactives: at the top dose activity change, negative = inhibition, actives largely listed as inhibitors | 280,000 compounds, 0.036% hits; active = well fitted inhibition curve with a large enough effect in the signal ratio, with a control signal flat, not every such curve was filed as active; inconclusive = small, poorly fitted or top-dose-only effect, or effect the other way, or a change in a side signal; inactive = no such curve, though single readings can be large or run the other way; the % refers to the signal ratio; also: potency is read from the fitted curve at half-maximal effect; % is scaled to controls: 0 for no effect and ±100 for the full control effect
Target sequence (Q9NR56 whole entry, looked up): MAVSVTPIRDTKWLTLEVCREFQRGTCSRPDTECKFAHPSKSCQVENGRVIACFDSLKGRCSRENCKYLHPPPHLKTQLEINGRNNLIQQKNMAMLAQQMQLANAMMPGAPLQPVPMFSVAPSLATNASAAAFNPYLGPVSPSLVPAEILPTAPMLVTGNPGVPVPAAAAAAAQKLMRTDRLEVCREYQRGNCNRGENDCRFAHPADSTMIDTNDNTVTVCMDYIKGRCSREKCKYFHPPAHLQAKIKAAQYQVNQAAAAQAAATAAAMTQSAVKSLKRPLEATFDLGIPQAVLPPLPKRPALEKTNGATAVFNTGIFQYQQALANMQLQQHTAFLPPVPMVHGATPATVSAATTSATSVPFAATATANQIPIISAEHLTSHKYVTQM
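TR-FRET readout: Ex 340 nm, 665/545 nm emission ratio, normalized to buffer-only (basal) and MBNL1-(CUG)12 controls. Complex of MBNL1-His with Biotin-(CUG)12, compounds 92 nM–58 uM, incubated 60 min at room temperature.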
TCR activator – activators of T cell receptors. primary human leukocytes, anti-CD3, IL-2 HTRF, 48 h. Potency, µM (titrated, usually from 9.22 µM), for inactives: top-dose activation of IL-2 secretion, actives largely listed as activators. 330,000 tested, under 10 active; also: % of control where 0% means no effect
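Human primary leukocytes + a-CD3 beads + cpd, 48 hr; IL-2 in supernatant by HTRF (ex 320nm / em 665nm). No co-stimulatory signal supplied.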
Menin-MLL TR inh – inhibitors of human menin-MLL interaction, mutant MLL peptide; O00255; Menin + Texas Red MLL mutant peptide, fluorescence polarization; Potency, µM (highest dose often 61.6 µM), for the others: top-dose FP activity change, negative = inhibition, most hits filed as inhibitors; 270,000 compounds, 0.23% hits; active = well fitted inhibition curve with a large enough effect in the polarisation, with a control signal flat, not every such curve was filed as active; inconclusive = small, poorly fitted or top-dose-only effect, or effect the other way, or a change in a side signal; inactive = no such curve, though single readings can be large or run the other way; the % refers to the polarisation; also: potency is read from the fitted curve at half-maximal effect; % of control where 0% means no effect; many of its hits are not listed in these tables
AT treatment – potential ataxia-telangiectasia treatment. […] A-T fibroblasts, KAP-1 phosphorylation AlphaLISA; neocarzinostatin DNA damage 30 min before lysis. Potency, µM (series often up to 57.5 µM), inactives show top-dose activation, hits mostly activators. 320,000 compounds, 0.19% hits; also: potency is read from the fitted curve at half-maximal effect; % of control where 0% means no effect; nearly all actives have a fitted effect of over 45% in size
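hTERT-immortalized A-T patient fibroblasts ([…]), 500 cells/well in OPTI-MEM, 1% FBS, got compounds for 60 min, then NCS for 30 min at 37C. Lysates were then assayed for phospho-KAP-1 by AlphaLISA (anti-pKAP1 donor, anti-KAP1 acceptor beads), 6 hr at 25C.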
Mito fusion yeast – mitochondrial division inhibition or fusion activation; Potency, µM (doses to about 46.1 µM), for inactives: at the top dose growth rescue (activation), hits mostly activators; 320,000 compounds, 0.23% hits; S. cerevisiae fusion-defective mutant growth rescue, CellTiterGlo 48 h;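 also: potency is read from the fitted curve at half-maximal effect; % of control where 0% means no effect; nearly all actives have a fitted effect of over 45% in size; temperature-sensitive fusion mutants such as fzo1-1 at 37 °C on non-fermentable ethanol glycerol medium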
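Luminescent cell viability in 1536-well qHTS format served as the measure of rescued growth in ts fusion-mutant S. cerevisiae cultured on non-fermentable YPEG for 48 hours at 37C.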
Numbers without * were called inactive; ? = inconclusive; . = not tested or not shown; & = joins results of further samples; [ ] = dose if it differs, or a comment. Unless noted, calls follow the shape of the dose curve; as a rule, active = well fitted curve in the direction sought with a large enough effect; inconclusive = small, poorly fitted or top-dose-only effect, or another doubt; inactive = no such curve, though single readings can be large; an effect the other way counts as inactive or inconclusive. Not all compounds are listed; the hit share may differ from the screen's.

SMILES	ASM inhibitor	CXXC DNA block	a7 integrin act	TSHR antagonist	PTAP TSG101 blk	MBNL1 CUG block	TCR activator	Menin-MLL TR inh	AT treatment	Mito fusion yeast
CCOc1ccc(N=C2NC(=O)C(CC(=O)Nc3ccccc3)S2)cc1 (stereo not drawn)	-2%	-3%	8%	-8	-9%	-5%	-2%	-13%	1%	0%
CC(Sc1nc2ccccc2c(=O)[nH]1)C(=O)O (stereo not drawn)	-2%	-7%	23%	1	.	-6%	.	-2%	1%	2%
CC/C(C)=N/N1C(=O)c2ccccc2NC1(C)CC (stereo not drawn)	.	-3%	9%	-4	0%	-5%	-3%	-8%	-1%	6%
COc1ccc(C(=O)NCc2ccccc2OC)cc1	-2%	0%	-10%	-1	-9%	-2%	2%[46.1 µM]	-4%	5%	-4%
CCOc1ccc(NC(=S)N/N=C(\C)Cc2ccc(OC)cc2)cc1	0%	2%	-10%	28	-5%	.	-2%[46.1 µM]	-22%	.	-7%
Cc1c(/C(O)=C2/C(=O)C(=O)N(Cc3cccnc3)C2c2ccccn2)cnn1-c1ccccc1 (stereo not drawn)	3%	14%	3%	-7	-9%	?	-6%	11%	-5%	-1%
CN(c1ccccc1)S(=O)(=O)c1ccc(C(=O)NCC(c2ccco2)N2CCCCC2)cc1 (stereo not drawn)	2%	.	-14%	32	-4%	.	2%	.	6%	-5%
CC1CC(C)CN(C(=O)CSc2ncnc3sccc23)C1 (stereo not drawn)	4%	.	-2%	-11	0%	.	0%	.	-5%	0%
COc1cccc(-c2csc(N3CCN(CC(=O)NNC(=O)c4ccc(Br)cc4)CC3)n2)c1	-11%	12%	45%	-20	-1%	29%	5%	14%	-9%	0%
Cc1ccc(S(=O)(=O)N2CCN(CCOc3ccccc3)CC2)cc1	2%	.	-21%	-3	-2%	.	-2%	.	6%	16%
O=C(NCc1cccc(F)c1)c1noc2c1CCCC2	4%	5%	0%	20	-1%	-24%	-3%	1%	13%	2%
O=C(O)[C@H]1Cc2ccccc2CN1S(=O)(=O)c1ccc(F)cc1	2%	1%	43%	-2	-10%	2%	-5%	.	-4%	3%
CCOc1ccc2nc(NC(=O)C3CCCN(S(=O)(=O)c4cccc5nonc45)C3)sc2c1 (stereo not drawn)	-5%	2%	-36%	-16	-3%	-11%	3%	?	5%	0%
COc1ccc(C(=O)c2ccc(OC)c(OC)c2OC)cc1	1%	.	-40%	.	1%	.	-2%	.	.	.
O=S(=O)(O)c1cccnc1SCc1ccccc1	11%	.	17%	.	2%	.	1%	.	.	.
Cc1ccc(-c2ocnc2C(=O)Nc2nc(C)cs2)cc1	-1%	6%	14%	0	0%	4%	.	?	20%	-2%
CCc1cc(Br)ccc1NC(=S)NCCc1ccccc1	-1%	-1%	-46%	31	-3%	-3%	-3%	.	9%	-8%
Cc1c(NC(=O)c2cnc(Cl)c(Cl)c2)c(=O)n(-c2ccccc2)n1C	3%	-6%	0%	7	-2%	-7%	5%	-11%	2%	-3%
Cc1cc2occ(CC(=O)OCC(=O)Nc3sc4c(c3C#N)CCC(C)C4)c2cc1C (stereo not drawn)	-11%	3%	-7%	-4	-2%	-20%	-12%	-11%	3%	2%
CCN1CCN(C(=S)Nc2ccccc2Cl)CC1	3%	-2%	-5%	7	-3%	-4%	1%	3%	-5%	-3%
O=C(NCc1ccc2c(c1)OCO2)C1CC(c2ccc(Cl)cc2)=NO1 (stereo not drawn)	-1%	-6%	-7%	4	-4%	-8%	4%	?	0%	-4%
CC1CCCN(C(=O)Cn2c3ccccc3c3nc4n(c(=O)c32)CCS4)C1 (stereo not drawn)	21%	-2%	-16%	3	-4%	4%	-2%	-18%	-6%	12%
CCOC(=O)c1c(N)ssc1=S	-1%	?	-67%[inhibitor]	0&-1	-2%	-5%&-5%	4%	5%	-3%&-7%	?
COc1ccccc1NC(=O)Cn1cnc2c(nc3n2CCCCC3)c1=O	2%	-7%	-9%	-4	0%	-4%	-5%	8%	-6%	0%
Cc1nc2c(C)cccc2cc1C(=O)N/N=C/c1ccc(N(C)C)cc1	-17%	31%[activator]	-19%	13	-3%	7%	.	-4%	0%	-3%
SMILES	ASM inhibitor	CXXC DNA block	a7 integrin act	TSHR antagonist	PTAP TSG101 blk	MBNL1 CUG block	TCR activator	Menin-MLL TR inh	AT treatment	Mito fusion yeast
CCn1c(SCC(=O)NC2CCCC2)nc2c1c(=O)n(C)c(=O)n2C	8%	5%	13%	-2	1%	-5%	3%	17%	-4%	-5%
CCC(Oc1ccccc1)C(=O)Nc1nnc(S(=O)(=O)N2CCCCC2)s1 (stereo not drawn)	5%	26%	11%	-13	-5%	0%	-6%	.	-6%	9%
CC(C)(C)OC(=O)C[C@@H]1C/C=C\C[C@H](CC(=O)N(CCO)Cc2ccccc2)C(=O)N2CCC[C@H]2COC1=O	-7%	.	1%	45	.	.	7%	.	17%	.
CCN(CC)c1ccc(S(=O)(=O)N(CC)CC)cc1NC(=O)C1CCCC1	-1%	-4%	-7%	25	-6%	-3%	.	-2%	11%	1%
Cc1cccn2cc(CNC(=O)c3ccco3)nc12	1%	2%	-18%	8	-2%	-19%	5%	5%	7%	-4%
COc1ccc(-c2nn(-c3ccccc3)cc2/C=N/Nc2ccc(S(N)(=O)=O)cc2[N+](=O)[O-])cc1OC	-12%	-1%	-10%	-12	-2%	-2%	4%	?	1%	1%
CC(=O)Nc1ccc(S(=O)(=O)NCCC(=O)OC(C)C(=O)NC2(C#N)CCCCC2)cc1 (stereo not drawn)	-3%	.	7%	-1	-7%	.	.	.	1%	5%
NC1=NN=C(c2ccc3c(c2)OCCO3)CS1	4%	1%	-6%	-12	-3%	-3%	1%	0%	-1%	11%
CCCC(=O)N1CCN(c2ccc(NC(=S)NC(=O)CC)cc2)CC1	6%	-1%	0%	-5	-9%	-2%	-3%	1%	-8%	-9%
CCc1nc(C(N)=O)c2[nH]c(=O)n(-c3ccc(OC)cc3OC)c2n1	1%	1%	0%	33	3%	0%	11%	-1%	3%	11%
CCOP(=O)(OCC)C(Nc1ccc(OC)cc1)c1ccco1 (stereo not drawn)	-3%	1%	22%	0	-5%	-10%	-10%	-8%	1%	6%
CC(=O)c1cn(N2CCCCC2)c(=O)[nH]c1=O	2%	4%	59%	6	-3%	3%	1%	32%[activator]	17%	-12%
CCS(=O)(=O)N1CCC(C(=O)NCCN2CCN(Cc3ccccc3)CC2)CC1	3%	-1%	5%	-27	-1%	-20%	6%	14%	-5%	1%
Cc1oc(-c2ccccc2F)nc1CS(=O)(=O)CC(=O)NCc1ccco1	1%	-1%	-13%	-1	-1%	2%	-7%	-5%	5%	-13%
COc1ccc(C2C(C(=O)Nc3ccccc3)=C(C)Nc3nc(CCCO)nn32)cc1 (stereo not drawn)	3%	-1%	-4%	-5	-1%	-6%	-1%	?	1%	0%
NC(=O)c1cc(NC(=O)CCCc2nc3ccccc3s2)cc(C(N)=O)c1	0%	1%	1%	-7	-6%	3%	-3%	.	0%	3%
Nc1ccccc1NC(=O)c1ccccc1N	110%	-3%	26%	-1	-4%	3%	.	-3%	-4%	0%
COc1ccc(N2CCN(C(=O)Cn3cnc4c(cnn4-c4ccccc4)c3=O)CC2)cc1	0%	6%	-10%	-1	-1%	-14%	4%	-2%	-1%	-7%
Cc1[nH]c(=O)[nH]c(=S)c1C(=O)Nc1ccc(Cl)c(Cl)c1	-2%	.	17%	.	-2%	.	-6%	.	.	.
CC1=CC(=O)c2c(O)ccc(O)c2C1=O	.	32µM*	.	1	.	?	.	?	-22%	-6%
Cc1ccc(NC(=O)COC(=O)c2oc3ccccc3c2C)cc1S(=O)(=O)N1CCOCC1	-11%	.	-4%	-23	1%	.	-4%	.	-9%	17%
Fc1ccc(N=c2ssnc2Cl)c(F)c1	-1%	18%	24%	8	-2%	-7%	5%	13%	-9%	0%
CC(=O)N1CCn2c3ccc(C)cc3c3cccc1c32	-6%	20%	-2%	4	-6%	-2%	2%[46.1 µM]	4%	-1%	14%
CC(O)C(NS(=O)(=O)c1ccc(Cl)cc1)C(=O)OCC(=O)N1CCN(c2ccccc2)CC1 (stereo not drawn)	-2%	6%	-9%	-8	-1%	?	1%[46.1 µM]	-8%	3%	1%

Assay outcomes (PubChem)
